MITF primary: MITF inhibitors, primary screen, biochemical, AlphaScreen, human. Microphthalmia-associated transcription factor (Homo sapiens), O75030. AlphaScreen MITF homodimerization, bead proximity signal. actives 0.91% (n = 650,000). inhibition, % at 2.6 µM; in the data active = inhibition above about 50%;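 note: 0% = vehicle wells with protein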
Target sequence (O75030 whole entry, looked up): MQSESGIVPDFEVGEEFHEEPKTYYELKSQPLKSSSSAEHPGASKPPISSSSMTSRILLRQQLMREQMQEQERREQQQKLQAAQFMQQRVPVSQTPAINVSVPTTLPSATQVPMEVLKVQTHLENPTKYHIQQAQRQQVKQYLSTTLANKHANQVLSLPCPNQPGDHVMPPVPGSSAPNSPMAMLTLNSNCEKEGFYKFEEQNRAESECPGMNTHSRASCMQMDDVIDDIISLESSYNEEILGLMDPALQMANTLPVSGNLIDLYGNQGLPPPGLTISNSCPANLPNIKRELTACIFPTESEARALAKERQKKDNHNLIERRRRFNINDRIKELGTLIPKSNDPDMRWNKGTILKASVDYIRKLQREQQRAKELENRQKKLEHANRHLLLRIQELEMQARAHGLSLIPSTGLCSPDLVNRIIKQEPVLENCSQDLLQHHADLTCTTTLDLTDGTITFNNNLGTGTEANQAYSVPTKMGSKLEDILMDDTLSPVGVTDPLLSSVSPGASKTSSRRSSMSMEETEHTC
TEAD-YAP inh: TEAD-YAP interaction inhibition, primary screen, TEAD-YAP interaction inhibitor project, luminescence, HEK-TIYL cells | AID 1259422, 2018 | TEAD-Gal4/YAP UAS-luciferase luminescence | inhibition, % at 9.12 µM | actives 1.4% (n = 640,000); in the data active = inhibition above about 32%;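 note: 0% = median of test compound wells and 100% = reference inhibitor wells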
GPR151 ag: activators of human GPR151, primary screen, cell-based, PathHunter beta-arrestin, luminescence | actives 1% (n = 650,000) | activation, % at 11.2 µM | AID 1508602, 2020 | G-protein coupled receptor 151 (Homo sapiens), Q8TDV0 | PathHunter beta-arrestin GPR151 cells; in the data active = activation above about 4.9%;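 note: 0% = median of compound wells and 100% = cells with positive control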
Target sequence (Q8TDV0 whole entry, looked up): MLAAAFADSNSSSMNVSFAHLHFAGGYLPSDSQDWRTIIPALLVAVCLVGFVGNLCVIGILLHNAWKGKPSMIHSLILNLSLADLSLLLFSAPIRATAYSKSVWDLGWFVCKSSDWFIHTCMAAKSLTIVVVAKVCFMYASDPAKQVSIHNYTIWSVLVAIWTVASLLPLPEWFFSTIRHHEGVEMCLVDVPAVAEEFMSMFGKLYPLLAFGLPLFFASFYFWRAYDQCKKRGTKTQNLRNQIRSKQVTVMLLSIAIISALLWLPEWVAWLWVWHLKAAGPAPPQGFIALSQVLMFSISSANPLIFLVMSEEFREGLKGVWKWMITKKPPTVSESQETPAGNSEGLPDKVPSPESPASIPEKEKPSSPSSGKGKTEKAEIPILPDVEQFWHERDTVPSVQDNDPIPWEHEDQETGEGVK
FBW7 act: FBW7 E3 ligase activators, primary screen, biochemical, AlphaScreen, human | F-box/WD repeat-containing protein 7 (Homo sapiens), Q969H0 | AlphaScreen FBW7–phospho-cyclin E peptide binding, activator screen | normalized activity (activation), % at 26.1 µM | actives 0.13% (n = 650,000) | AID 1259310, 2017; in the data active = normalized activity above about 1.9%;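 note: purified mutant Fbw7 with reduced substrate affinity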
Starred values were filed as active, the others as inactive.

no.	molecule	MITF primary	TEAD-YAP inh	GPR151 ag	FBW7 act
1	Oc1ccccc1N1CCN(CC(O)COCc2ccccc2Cl)CC1 (centres undefined)	28	-2	0.8	-0.3
2	CCc1ccccc1OCCOCCNCCO	25	14	3.1	-0.1
3	CC(C)(C)c1ccc(C(=O)NNc2cc(N3CCOCC3)nc(N3CCOCC3)n2)cc1	5	2	0.5	-0.1
4	Cc1csc(=N)n1-c1ccc(Cl)cc1	10	-43	4.1	-0.1
5	CN(CCN1C(=O)C2C(C(=O)Nc3ccc(Cl)cc3)C3C=CC2(O3)C1C(=O)NC1CCCCC1)Cc1ccccc1 (centres undefined)	4	9	1.1	0.0
6	CCOC(=O)N1CCN(c2c(NCCN(C)C)c(=O)c2=O)CC1	1	10	-1.3	-0.1
7	COc1cccc(OC(=O)c2ccc(F)cc2[N+](=O)[O-])c1	9	-15	-5.9	1.0
8	C[C@@H](OCc1ccccc1)[C@@H]1NC(=O)[C@H]2CN(C(=O)c3ccc(OC(F)(F)F)cc3)CCN2C1=O	10	4	2.9	0.7
9	O=c1c(CSCCNS(=O)(=O)c2ccccc2)cc2cccc3c2n1CCC3	12	12	-1.1	0.1
10	CCN(CC)c1ccc(C(=O)N=c2sc3c4ccccc4ccc3n2C)cc1	-1	2	-0.7	-0.2
11	CN(C)CCCNC(=O)c1cc(Br)ccc1Cl	-6	1	-2.2	0.1
12	O=C(CSc1nc2ccccc2c(=O)[nH]1)N1CCCCCC1	9	-11	-0.4	0.1
13	Cc1cccc(CC(=O)NCC(c2ccc3c(c2)CCCN3C)N2CCCC2)c1 (centres undefined)	-10	3	-0.5	0.1
14	COc1ccc2c(c1)OC(C)CN(CC(=O)NC1CCCc3ccccc31)C2 (centres undefined)	9	9	-1.6	0.1
15	CCN1C(=O)C2(/C(=C(\O)c3ccc(C)cc3)C(=O)C(=O)N2CCOC)c2ccccc21 (centres undefined)	-6	-5	1.1	0.0
16	COc1cc(OC)c(OC)cc1CN1CCN(Cc2ccc(SC)cc2)CC1	52*	6	-1.4	0.6
17	CCC(C)(C)c1ccc(OCC(O)CNCc2ccccc2)c(C(C)(C)CC)c1 (centres undefined)	-1	2	0.9	0.3
18	Cc1ccc(C)c(S(=O)(=O)N2CCCOC2CNC(=O)C(=O)NC2CC2)c1 (centres undefined)	-3	-14	-0.2	0.1
19	CCc1ccc(NC(=O)CSC2=C(C#N)C(c3cccs3)C3=C(CCCC3=O)N2)cc1 (centres undefined)	9	-4	0.2	0.1
20	Cc1ccc(C(=O)NNC(=O)C(F)(F)F)cc1	8	-54	0.2	0.0
21	CCn1c(-c2nonc2NC(C)=O)nc2ccccc21	-2	3	0.8	-0.3
22	Cc1nccn1CC(C)C(=O)N1CCCC(n2nc(-c3cccs3)ccc2=O)C1 (centres undefined)	12	5	-0.8	0.0
23	Cc1ccc(-c2n[nH]c(CNC(=O)Nc3ccccc3C(F)(F)F)n2)cc1	-1	6	1.0	0.1
24	O=C(/C=C/c1ccc([N+](=O)[O-])cc1)Oc1ccc(-c2ccccc2)cc1	4	-5	1.0	0.0
25	NC(=O)CSc1nc(-c2ccccc2Cl)ns1	7	-40	-2.1	0.0
26	COc1ccc(S(=O)(=O)N2CCN(Cc3ccccc3F)CC2)cc1	7	5	0.7	-0.2
27	CC(Sc1nnc(-c2ccc([N+](=O)[O-])cc2)o1)C(N)=O (centres undefined)	69*	4	-0.2	-0.4
28	O=C(O)c1ccc(-c2ccccc2C(F)(F)F)o1	0	-3	-0.7	-0.1
29	CN(C)C(=O)COc1cc2oc(=O)c3c(c2cc1Cl)CCC3	13	5	-0.9	0.1
30	COc1ccccc1-c1csc(NC(=O)c2ccc([N+](=O)[O-])cc2[N+](=O)[O-])n1	5	2	0.6	0.6
31	Cc1nn2c(N(C)CCO)c3c(nc2c1-c1ccccc1)CCCC3	-51	4	-0.3	-0.1
32	Cc1nc2ccccc2c(=O)n1NC(=O)c1c(O)c2ccccc2n(C)c1=O	5	2	-0.9	0.2
33	CS(=O)(=O)N(CC(=O)Nc1ccccc1-c1ccccc1)c1ccc(Cl)cc1	8	10	-0.8	-0.2
34	CN1CCCc2cc(C(CNC(=O)c3cc4ccccc4oc3=O)N3CCCC3)ccc21 (centres undefined)	3	2	0.3	-0.1
35	COc1ccc(NC(=O)N(Cc2nnc3n2CCCCC3)c2ccc(C)cc2)cc1	0	-17	-1.1	-0.2
36	COCc1cc(=O)n2[nH]c(C)c(-c3cccc4ccccc34)c2n1	0	15	0.7	0.0
37	Cc1ncn(-c2ccc(Nc3cc(Nc4ccccc4C(N)=O)c(C)cn3)cc2)n1	-7	31	1.0	-0.1
38	CCC1CN(CCC(=O)N2CCC(O)(c3ccccn3)CC2)Cc2cc(OC)ccc2O1 (centres undefined)	10	3	-0.6	0.1
39	CCC12CN3CC(CC)(CN(C1)C3c1ccccc1Cl)C2=O (centres undefined)	18	-1	-0.6	-0.1
40	O=C(Nc1ccc(-c2cc3ccccc3oc2=O)cc1)c1cccc(Br)c1	4	15	1.5	0.0
41	COc1cccc(CNC(=O)c2cnn3c(C)c(Cc4ccccc4Br)c(C)nc23)c1	12	5	-0.5	0.2
42	O=C(O)c1ccc(N2CC3CC(C2)c2cccc(=O)n2C3)c(NS(=O)(=O)c2ccc(F)cc2)c1 (centres undefined)	-5	-1	-0.7	-0.4
43	CN(CC(=O)NCc1ccc(Cl)cc1)S(=O)(=O)c1cccs1	-3	-12	-1.1	0.1
44	Cc1nn2c(nc1=O)NNC2(C)C(C)(C)C (centres undefined)	9	-1	0.9	-0.4
45	COc1ccccc1N(CN1CCCC1=O)C(=O)c1ccccc1Br	-6	3	1.1	-0.3
46	CN1CCN(C(NC(=O)c2cccs2)C(=O)c2ccccc2)CC1 (centres undefined)	-4	-14	0.1	0.1
47	COc1ccc2ccccc2c1C1N(c2ccc(C)cc2)CCN1c1ccc(C)cc1	9	4	-0.5	0.7
48	Cc1c(Cl)cccc1NC(=O)C(=O)NC1CCCC1	-5	-29	-0.8	0.0
49	CC(=O)OC(OC(C)=O)C12C=CC(O1)C1C(=O)N(c3ccc4c(c3)OCO4)C(=O)C12 (centres undefined)	3	-1	-1.5	0.2
50	N#C/C(=C\c1ccc(-c2cccc([N+](=O)[O-])c2)o1)C(N)=S	8	12	-0.1	-0.3

Next structures
no.	molecule	MITF primary	TEAD-YAP inh	GPR151 ag	FBW7 act
51	Cn1ccnc1SCc1cn2cccnc2n1	12	7	-0.1	0.0
52	Cc1nnc(SCC(=O)Nc2ccc(OC(F)(F)F)cc2)s1	-3	5	0.5	-0.1
53	Cc1ccccc1NC(=S)NCc1cccnc1	5	10	8.3*	0.1
54	CC(=O)C1=C(O)C(=O)N(Cc2ccco2)C1c1ccc2c(c1)OCO2 (centres undefined)	7	-4	-0.6	0.0
55	Cc1nc2ccc3nc(NC(=O)c4ccc(Cl)cc4Cl)sc3c2s1	7	6	1.7	0.0
56	O=C1c2cccc3cccc(c23)C(=O)N1/N=C/c1ccccc1	-2	-6	-0.6	0.0
57	O=C(CCCCCn1c(=O)[nH]c2ccccc2c1=O)NCCc1ccccc1	3	-1	0.0	0.1
58	Cc1nc2c(C(=O)O)cnn2c(C)c1Cc1ccc(F)cc1Cl	-3	-8	1.5	-0.2
59	Cc1nc(-c2ccccc2)sc1CCNS(=O)(=O)c1ccccc1F	-2	-19	-0.4	0.0
60	COc1ccc(OC)c(CN2CCc3nnc(CCNC(=O)c4ccoc4)n3CC2)c1	5	4	-0.2	-0.1

Exported in transposed form: part of the list above.
[53] Cc1ccccc1NC(=S)NCc1cccnc1
[56] O=C1c2cccc3cccc(c23)C(=O)N1/N=C/c1ccccc1
assay / entry | 53 | 56
MITF primary | 5 | -2
TEAD-YAP inh | 10 | -6
GPR151 ag | 8.3* | -0.6
FBW7 act | 0.1 | 0.0

Further structures
no.	molecule	MITF primary	TEAD-YAP inh	GPR151 ag	FBW7 act
61	CC(C)(C)NC(=O)C(Cc1ccccc1)n1cccc1 (centres undefined)	32	5	-0.1	-0.1
62	CN(CC(=O)Nc1ccccc1F)S(=O)(=O)c1ccc2c(c1)CCC(=O)N2	-2	7	-0.6	0.3
63	COc1ccc(-c2csc(NC(=O)c3cccnc3)n2)cc1Br	7	-4	-1.8	-0.3
64	CC1CCCC(NC(=O)C2N(CCc3ccc(Cl)cc3)C(=O)C3C(C(=O)Nc4ccc(F)c(Cl)c4)C4C=CC32O4)C1C (centres undefined)	1	-3	-0.8	-0.1
65	Cc1ccc(OC(C)C(=O)N(Cc2ccco2)C2CCS(=O)(=O)C2)cc1C (centres undefined)	-3	-6	0.4	0.1
66	O=C(NCc1ccccc1Cl)c1ccc2c(c1)NC(=O)C(CS(=O)(=O)Cc1ccc(Cl)cc1)N2 (centres undefined)	19	-7	0.2	-0.2
67	Cc1ccc2nc(NC(=O)Nc3ccc4c(c3)N(C)C(=O)CS4)sc2c1	11	3	-1.0	0.0
68	Cc1cccc(CN2CCC(n3nccc3NC(=O)Cc3ccccc3)CC2)c1	5	6	-0.2	0.7
69	Cc1ccc(C(=O)Nc2nc(=O)[nH]s2)cc1	7	5	-0.7	0.1
70	COc1cc(/C=C2/C(=O)NN(c3cccc(Br)c3)C2=O)cc(Cl)c1O	-5	-4	0.0	0.0
71	CC(Oc1ccc(Br)cc1)C(=O)N1CCN(c2ccc([N+](=O)[O-])cc2)CC1 (centres undefined)	14	3	0.0	0.1
72	Cc1c(Br)c([N+](=O)[O-])nn1CC(=O)N1CCCC1	2	-1	0.4	-0.1
73	NC(=O)CCS(=O)(=O)c1ccccc1	0	3	-0.6	0.5
74	COc1ccc(C(=O)Nc2sc3c(c2C(N)=O)CCN(C(C)=O)C3)c(OC)c1	0	14	0.0	0.0
75	O=S(=O)(N/N=C/c1cccnc1)c1ccccc1	10	-5	-1.3	-0.1
76	O=C(O)CNC(=O)Cn1cnc2sc3c(c2c1=O)CCCC3	2	5	2.7	0.0
77	CN1CCN(S(=O)(=O)c2ccc(NC(=O)c3sc4ccccc4c3Cl)cc2)CC1	2	1	4.2	0.1
78	CCOc1cc(CO)ccc1OCC(=O)Nc1cccc(C(F)(F)F)c1	1	0	-1.3	0.0
79	Cc1ccc(S(=O)(=O)Nc2ccccc2C(=O)Nc2nccs2)cc1	21	39*	-0.2	0.1
80	O=C1C=C2c3ccccc3CC3(CCCC3)N2C1=O	2	2	-0.6	0.0

Four of these compounds, set out differently.
75: O=S(=O)(N/N=C/c1cccnc1)c1ccccc1
- MITF primary: 10
- TEAD-YAP inh: -5
- GPR151 ag: -1.3
- FBW7 act: -0.1

76: O=C(O)CNC(=O)Cn1cnc2sc3c(c2c1=O)CCCC3
- MITF primary: 2
- TEAD-YAP inh: 5
- GPR151 ag: 2.7
- FBW7 act: 0.0

77: CN1CCN(S(=O)(=O)c2ccc(NC(=O)c3sc4ccccc4c3Cl)cc2)CC1
- MITF primary: 2
- TEAD-YAP inh: 1
- GPR151 ag: 4.2
- FBW7 act: 0.1

78: CCOc1cc(CO)ccc1OCC(=O)Nc1cccc(C(F)(F)F)c1
- MITF primary: 1
- TEAD-YAP inh: 0
- GPR151 ag: -1.3
- FBW7 act: 0.0

Next section
no.	molecule	MITF primary	TEAD-YAP inh	GPR151 ag	FBW7 act
81	CCc1ccc2c(c1)C1(NN=C(c3ccc(C)cc3)S1)C(=O)N2 (centres undefined)	16	0	-0.2	0.1
82	CCC(C)C(=O)NCc1nnc2n1CCN(C(=O)c1sc(C)nc1C)CC2 (centres undefined)	-3	-16	-1.0	-0.2
83	O=C1CC(N2CCN(c3nc4ccccc4s3)CC2)C(=O)N1Cc1cccs1 (centres undefined)	17	2	0.0	0.5
84	Cc1c2cnn(-c3ccccc3)c(=O)c2c(C)n1C(C)C(=O)N1CCCCC1 (centres undefined)	-5	3	2.0	-0.2
85	COC(=O)COc1ccc(/C=C\c2[nH]c(=O)[nH]c(=O)c2[N+](=O)[O-])cc1Br	-13	-4	0.3	0.0
86	CCCC(=O)N1c2ccccc2NC2=C(C(=O)CCC2)C1c1c(Cl)cccc1Cl (centres undefined)	-4	8	-1.1	-0.1
87	Cc1ccccc1NC(=O)C1CCCN1C(=O)Nc1ccccc1 (centres undefined)	15	10	-0.7	0.0
88	CC1=CC(C)(C)Nc2ccc(OC(=O)c3cccnc3)cc21	-1	-6	0.5	-0.1

High-throughput results from PubChem BioAssay.

This is a random part of the collection; about 3.4% have a hit in one of these screens.
